# Giardia killer – kills Giardia lamblia; Giardia lamblia trophozoite viability; activity change, % at 7.66 µM, hits read low; 340,000 compounds, 0.15% hits; AID 540267; in the data active = activity change below about -80%; inconclusive = between about -30% and that limit;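 note: parasites exposed to compound for two days anaerobically before the ATP read; % is set by controls: 0 for no effect and ±100 for the full control effect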
#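 Killing of trophozoites was scored by loss of ATP luminescence after a 48 hrs anaerobic exposure to compounds at 37 deg C, using 100 cells per well.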
# FLuc counter – counter-screen for miR-21 project: firefly luciferase inhibitors or activators. Potency, µM (top dose mostly 57.5 µM), inactives show at the top dose activity change, negative = inhibition, usual class: inhibitors. purified FLuc, Km substrates, luminescence inhibition. 360,000 compounds, 6.9% hits. P08659. AID 588342;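 note: potency is the fitted concentration of half-maximal effect; plate controls were vehicle for no effect and reference inhibitor for full effect; nearly all actives have a fitted effect of over 55% in size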
# Target sequence (P08659 whole entry, looked up): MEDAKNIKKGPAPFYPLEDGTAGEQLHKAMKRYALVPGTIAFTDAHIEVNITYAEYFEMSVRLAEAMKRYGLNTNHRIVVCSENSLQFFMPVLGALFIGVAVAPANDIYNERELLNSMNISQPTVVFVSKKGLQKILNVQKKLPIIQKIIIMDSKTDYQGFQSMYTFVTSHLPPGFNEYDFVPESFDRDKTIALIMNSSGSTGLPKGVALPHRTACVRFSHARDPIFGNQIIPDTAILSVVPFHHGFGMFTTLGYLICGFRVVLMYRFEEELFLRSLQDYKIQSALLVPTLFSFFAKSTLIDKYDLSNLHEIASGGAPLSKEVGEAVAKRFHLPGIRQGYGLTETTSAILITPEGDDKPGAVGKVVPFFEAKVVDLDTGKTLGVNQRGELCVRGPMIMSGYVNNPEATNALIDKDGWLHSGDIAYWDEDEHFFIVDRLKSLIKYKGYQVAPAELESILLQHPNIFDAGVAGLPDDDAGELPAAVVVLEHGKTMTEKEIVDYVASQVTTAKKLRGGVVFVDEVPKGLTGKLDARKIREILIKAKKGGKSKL
#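 Purified P. pyralis luciferase, 10 nM final, with Km-level 10 uM D-luciferin and 10 uM ATP in 50 mM Tris acetate pH 7.5, 10 mM Mg acetate, 0.01% Tween-20, 0.05% BSA; 6-point qHTS titration about 60 µM downward; luminescence read.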
# NPC1 promoter act – activators of NPC1 promoter; Huh7 NPC1 promoter luciferase reporter, 24 h; 320,000 compounds, 2.4% hits; Potency, µM (top dose mostly 9.22 µM), inactives show at the top dose activation, usual class: activators;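 note: potency is the fitted concentration of half-maximal effect; % of control where 0% means no effect; nearly all actives have a fitted effect of over 60% in size; reporter is driven by a mutant NPC1 promoter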
#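 Stably transfected Huh7 (NPC1 promoter→luciferase), 1500 cells/well in Opti-MEM + 10% FBS, 2 h settle, then compound 24 h at 37 °C. Luminescence after 10 min with Amplite reagent.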
# RORg inh – ROR gamma (mouse) transcription inhibition. P51450. Drosophila S2 Gal4-RORgamma UAS-luciferase reporter, 20 h. Potency, µM (highest dose often 53.6 µM), for the others: at the top dose activity change, negative = inhibition, most hits filed as inhibitors. 310,000 compounds, 5.4% hits. AID 2551; note: potency is the fitted concentration of half-maximal effect; % is set by controls: 0 for no effect and ±100 for the full control effect; nearly all actives have a fitted effect of over 60% in size
#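 Using a luciferase readout, inhibitors were identified by reduced reporter activity in Drosophila cells coexpressing a copper-inducible Gal4–ROR gamma fusion and UAS-driven Photinus luciferase, incubated 20 hr after 700 uM copper sulfate.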
# Rab9 promoter act – activates the Rab9 promoter | Potency, µM (highest dose often 9.22 µM), without a hit: at the highest dose activation, negative = inhibition, usual class: activators | 320,000 compounds, 2.8% hits | Huh7 Rab9 promoter-luciferase reporter, luminescence, 24 h; note: potency is the fitted concentration of half-maximal effect; % of control where 0% means no effect; nearly all actives have a fitted effect of over 60% in size
#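 Measured in stably transfected Huh7 cells bearing a Rab9 promoter–luciferase construct: 24 h compound treatment at 37 °C, followed by luminescence detection.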
# uPA surface inh – cell surface uPA generation inhibition; cell surface uPA generation assay, qHTS; Potency, µM (highest dose often 38.3 µM), for inactives: top-dose activity change, negative = inhibition, usual class: inhibitors; 330,000 compounds, 0.31% hits; AID 540303; active = well fitted inhibition curve with a large enough effect; inconclusive = small, poorly fitted or top-dose-only effect; inactive = no such curve, though single readings can be large or run the other way; tested in mouse RAW 264.7 cells; note: potency is the fitted concentration of half-maximal effect; % is set by controls: 0 for no effect and ±100 for the full control effect; nearly all actives have a fitted effect of over 55% in size
# Gal4-VP16 FLuc – counter-screen for ROR gamma inhibitors: Gal4-VP16 reporter. Drosophila S2 Gal4-VP16 UAS-luciferase, luminescence, 20 h. Potency, µM (top dose mostly 53.6 µM), for the others: top-dose activity, negative = inhibition, usual class: inhibitors. 310,000 compounds, 3.5% hits;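 note: Gal4-VP16 expression switched on by copper sulfate through the metallothionein promoter; potency is the fitted concentration of half-maximal effect; % is set by controls: 0 for no effect and ±100 for the full control effect; nearly all actives have a fitted effect of over 50% in size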
# Tb PFK block – inhibitors of T. brucei phosphofructokinase; AID 485367; Potency, µM (top dose mostly 57.5 µM), inactives show at the top dose activity, negative = inhibition, actives largely listed as inhibitors; 330,000 compounds, 0.17% hits; O15648; T. brucei PFK, ADP-Glo luminescence;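 note: potency is the fitted concentration of half-maximal effect; 0% = uninhibited 1x PFK enzyme wells and -100% = no-enzyme wells; nearly all actives have a fitted effect of over 60% in size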
# Target sequence (O15648 whole entry, looked up): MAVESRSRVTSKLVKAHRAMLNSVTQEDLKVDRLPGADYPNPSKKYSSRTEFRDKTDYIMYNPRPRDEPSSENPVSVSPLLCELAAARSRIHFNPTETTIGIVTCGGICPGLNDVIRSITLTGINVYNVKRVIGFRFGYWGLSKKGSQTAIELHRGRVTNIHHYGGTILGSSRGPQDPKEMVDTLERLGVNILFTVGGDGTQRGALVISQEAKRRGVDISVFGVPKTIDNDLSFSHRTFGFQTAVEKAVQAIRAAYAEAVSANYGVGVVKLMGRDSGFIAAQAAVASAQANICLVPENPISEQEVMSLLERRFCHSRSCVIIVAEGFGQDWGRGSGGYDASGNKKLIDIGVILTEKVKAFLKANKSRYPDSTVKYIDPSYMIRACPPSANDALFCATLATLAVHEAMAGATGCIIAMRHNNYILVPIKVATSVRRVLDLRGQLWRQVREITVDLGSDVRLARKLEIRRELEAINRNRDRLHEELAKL
#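 ADP-Glo luminescence quantified ADP after 45 min at room temperature, with 1.25 nM T. brucei PFK, 0.1 mM ATP and 0.5 mM fructose-6-phosphate in pH 8.0 TEA buffer. qHTS titrations up to 57 µM; curves classified by quality.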
# ELG1 genotoxic – induces genotoxicity in HEK293T cells with luciferase-tagged ELG1; HEK293T ELG1-luciferase reporter, luminescence, 16 h; Potency, µM (series often up to 46 µM), inactives show at the top dose activity change, positive = activation, most hits filed as activators; 330,000 compounds, 1.3% hits; note: potency is the fitted concentration of half-maximal effect; % of control where 0% means no effect; nearly all actives have a fitted effect of over 60% in size
#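 Quantitative HTS format in 1536-well plates. HEK293T ELG1-luciferase reporter cells receive test compound and are incubated 16 hr at 37 °C, 5% CO2; ONE-Glo added, 30 min room temperature, then luminescence read.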
# KCNH2 3.1 block – blocks the human KCNH2 3.1 channel isoform; U2OS KCNH2 3.1, thallium flux FluxOr; hits give low values; activity change, % (tested at about 1.8 µM); 340,000 compounds, 0.95% hits; AID 720553;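 active = maximum activity change below -70%; inconclusive = maximum activity change from -70% to -50%; inactive = maximum activity change above -50%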;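 note: thallium influx rate constant from kinetic fluorescence after stimulation buffer; % is set by controls: 0 for no effect and ±100 for the full control effect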
#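 Kinetic fluorescence (2 min after stimulation buffer) measures Tl+ influx through KCNH2 3.1 expressed by viral transduction in U2OS cells; the rate constant is normalized against DMSO controls serving as positive and negative references.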
# FBPA coupling cs – inhibits coupling enzyme system, counter-screen for aldolase hits. coupling enzyme system counterscreen, AmpLite Red fluorescence. activity change, negative = inhibition, % at 58.2 µM, hits read low. 290,000 compounds, 0.67% hits. AID 2472; in the data active = activity change below about -30%; note: % is set by controls: 0 for no effect and ±100 for the full control effect
#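 Coupling enzymes only (glyceraldehyde-3-phosphate) + compound, at 57.5 uM final, 10 min RT; add substrate/coupling/AmpLite Red mix, 20 min RT; fluorescence ex 525/em 598 nm. Actives flag coupling-system interference.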
# Active calls of the source: *; ? = inconclusive; · = no result given; & = joins results of further samples; [ ] = remark or other dose. Unless noted, calls come from the whole dose curve; as a rule, active = well fitted curve in the direction sought with a large enough effect; inconclusive = small, poorly fitted or top-dose-only effect, or another doubt; inactive = no such curve, though single readings can be large; an effect the other way counts as inactive or inconclusive.
compound	Giardia killer	FLuc counter	NPC1 promoter act	RORg inh	Rab9 promoter act	uPA surface inh	Gal4-VP16 FLuc	Tb PFK block	ELG1 genotoxic	KCNH2 3.1 block	FBPA coupling cs
C[C@@H]1CN([C@@H](C)CO)C(=O)Cc2cc(NC(=O)Nc3cccc4ccccc34)ccc2O[C@@H]1CN(C)S(C)(=O)=O	-14	·	·	·	·	-1%	·	-1%	1%	-5	·
Cc1cc(C)cc(NC(=O)Nc2cc(-c3ccccc3)nn2C)c1	4	-1%	-8%	-4%	-2%	5%	5%	-3%	0%	-10	-4
Cn1c(=O)[nH]c(=O)c2c1nc(CN1CCN(c3ccccc3F)CC1)n2CCCc1ccccc1	3	2%	-2%	2%	-3%	-5%	12%	2%	2%	0	-2
COc1cc(C(=O)Oc2ccc(/C=N/NC(=O)c3ccncc3)cc2)cc(OC)c1OC	-9	5%	-15%	-1%	-1%	9%	-6%	-10%	-3%	-14	-3
CC[C@]1(C(=O)OC)[C@H]2C(=O)N(C)C(=O)[C@H]2[C@H]2CN(C)C(=NCc3ccccc3)N21	-14	·	·	·	·	1%	·	4%	4%	27	·
O=C(O)CN1C2=NCCCN2c2ccccc21	-1	-3%	-2%	-15%	-1%	1%	-10%	4%	0%	9	0
COc1cccc(N2CC34C=CC(O3)C(C(=O)O)C4C2=O)c1 (centres undefined)	1	-6%	-1%	26%	8%	4%	0%	-13%	5%	-5	4
Cc1ccc(C(=O)Nc2ccc(N3CCN(C(=O)c4ccco4)CC3)cc2)c(Cl)c1	4	?	2%	30%	0%	-2%	25%	-2%	-13%	19	0
N#Cc1ccc(-c2ccc(OCC(O)CN3CCCCC3)cc2)cc1 (centres undefined)	38[activator]	4%	-1%	-8%	0%	-3%	-1%	5%	-3%	-32	-1
Cn1c(=O)cc(OCCCC(=O)NCCN2CCN(c3ccccc3F)CC2)c2ccccc21	-1	10%	-2%	-26%	-5%	3%	0%	-2%	?	-3	2
O=C(NC1CCCCC1)C1CCN(S(=O)(=O)N2CCOCC2)CC1	-25	0%	-2%	6%	-1%	·	-18%	-5%	-1%	0	0
CCCCNC(=O)c1cc([N+](=O)[O-])[nH]n1	-16	-2%	-5%	28%[10 µM]	-6%	-1%	-6%	3%	-1%	8	14
CC(=O)c1ccc(N2CCN(S(=O)(=O)c3cccc(S(=O)(=O)N4CCOCC4)c3)CC2)cc1	-8	0%	-6%	4%	-1%	6%	4%	2%	7%	-7	2
COc1ccc(/C=N/NC(=O)c2cccc([N+](=O)[O-])c2)cc1OC(=O)c1ccc(C)cc1	3	4%	-3%	5µM*	-6%	-16%	?	0%	2%	-3	3
O=S(=O)(c1ccccc1F)N1CCN(Cc2cc3c(cc2O)OCO3)CC1	-11	8%	0%	·	3%	-7%	·	-5%	0%	18	·
COc1cc(/C=C/C(=O)NC(C)CCc2ccccc2)cc(OC)c1OC (centres undefined)	-1	0%	6%	22%	0%	5%	11%	2%	-2%	11	-1
COc1ccccc1OCCNC(=O)CCS(=O)(=O)c1ccccc1	3	·	·	·	·	-1%	·	0%	0%	0	·
COC(=O)c1[nH]c2cc(OC)ccc2c1NC(=O)c1ccc2c(c1)OCO2	-13	?	-4%	23%	0%	5%	-11%	2%	-4%	2	-1
CCOCCOC(=O)c1[nH]c2c(c1C)C(=O)CC(c1ccc(N(C)C)cc1)C2 (centres undefined)	35[activator]	-13%	-2%	?	-4%	13µM*	-21%	-7%	-16%	-6	2
COc1ccccc1NC(=O)CCc1c(C)[nH]c(=O)c(C#N)c1C	-10	4%	0%	-6%	3%	14%	-5%	3%	4%	7	2
CCCC(c1nnnn1CCc1ccccc1)N1CCC(C(N)=O)CC1 (centres undefined)	1	1%	2%	0%	-4%	5%	-9%	3%	-2%	5	4
COc1ccc(OCC(O)CN2CCN(CC(O)COc3ccc(OC)cc3)CC2)cc1 (centres undefined)	-21	2%	1%	-23%	-2%	15%	3%	-2%	-8%	-1	2
CC1=C(C(=O)Nc2ccc(Cl)cc2)C2(CCCCC2)C(C(N)=O)C(=S)N1 (centres undefined)	·	0%	1%	-13%	-2%	·	0%	3%	-1%	·	2
CCOC(=O)c1ccccc1NC(=O)C(C)Oc1ccccc1 (centres undefined)	9	2%	-2%	-1%	-1%	3%	-9%	-4%	0%	-7	4
COc1ccc(C(=S)N2CCOCC2)cc1OS(=O)(=O)c1ccccc1[N+](=O)[O-]	-1	-10%	3%	15%	0%	-5%	-16%	3%	0%	·	1
Cc1noc(C)c1C(=O)OCC(=O)NCCc1ccccc1	3	-3%	-1%	·	1%	2%	·	-8%	-4%	15	·
CCCCC(=O)NC(=S)Nc1cccc(NC(=O)c2ccco2)c1	12	-3%	0%	?	2%	-4%	16µM*	-7%	-1%	0	2
O=C(CN1CCN(c2ncccn2)CC1)Nc1ccccc1-n1cccc1	21	1%	-2%	27%	-2%	1%	?	-3%	-9%	-1	2
C=CCn1c(SCC(=O)Nc2ccc(F)cc2F)nc2c([nH]c3ccccc32)c1=O	-3	3%	2%	1%	16%	-1%	-7%	0%	13%	·	·
Cc1noc(C)c1C(=O)NCc1cccs1	0	1%	2%	-9%	-7%	7%	-15%	?	-7%	10	10
C[C@H](CO)NC(=O)[C@@H]1C[C@H]1[C@@H](NP(=O)(c1ccccc1)c1ccccc1)c1ccccc1	-15	-3%	0%	-17%&19%	-1%	-8%	-14%&-7%	-5%	3%	14	2&1
Cc1ccc2[nH]cc(S(=O)(=O)c3ccc(C(C)C)cc3)c(=O)c2c1	-8	0%	-1%	-6%	-16%	-2%	-3%	0%	-4%	7	0
CCOCC(=O)N1CCN(c2ccccc2OC)CC1	-9	0%	-14%	-1%	-5%	4%	-10%[10 µM]	-1%	0%	-8	3
O=C(COC(=O)c1cccc(Br)c1)NCCNC(=O)COC(=O)c1cccc(Br)c1	18	-1%	9%	2%	0%	-1%	2%	-3%	-9%	-7	·
CCn1c(COc2ccccc2C)nnc1SCC(=O)N1CCC(C)CC1	-7	0%	2%	20%	4%	·	-3%	-4%	-8%	-11	-1
Oc1ccc(-c2nc3ccccn3c2NCc2ccc3c(c2)OCO3)cc1	7	?	-8%	16%	7%	2%	19%	0%	-1%	?	3
Cc1cc(C)c2[nH]c(=O)c(CN(Cc3nnnn3C3CCCC3)C3CCCCC3)cc2c1	1	5%	0%	-3%	-4%	14%	4%	2%	-4%	-4	0
CC(CS(=O)(=O)c1ccc2c(c1)NC(=O)CS2)C(=O)N1CCN(c2cccc(Cl)c2)CC1 (centres undefined)	3	3%	-5%	43%	-1%	-10%	-3%	15µM*	-1%[9.26 µM]	-30	-1
O=C(COc1ccccc1)Nc1ccccc1N1CCN(c2ccc(F)cc2)CC1	9	10%	-1%	?	-4%	-2%	-10%	-4%	-9%	-30	-4
O=C(Nc1ccccc1C(=O)NCC1CCCO1)c1ccccc1 (centres undefined)	-20	-12%	-4%	17%	-7%	0%	-2%	2%	0%	-4	4
CSc1cnc2c(=O)n(C)c(=O)[nH]c2n1	-5	-1%	-1%	-4%	2%	4%	-18%	0%	1%	-6	0
Cc1ccc(NC(=O)CN2C(=O)NC3(CCc4ccccc43)C2=O)cc1S(=O)(=O)N1CCCCC1 (centres undefined)	12	3%	-3%	·	1%	-1%	·	0%	-5%	0	·
O=c1cc(CSc2nc(NCc3ccccc3)c3ccccc3n2)nc2ccc(Cl)cn12	24	3%	0%	4.5µM*	1%	23%	21%	0%	-3%	-48	1
COc1cccc(C2/C(=C(\O)c3ccc4c(c3)OCCO4)C(=O)C(=O)N2CC2CCCO2)c1 (centres undefined)	10	-1%	-4%	0%	-1%	0%	2%	1%	0%	·	·
CS(=O)(=O)NCc1nnc(SCc2c(F)cccc2Cl)o1	5	-2%	1%	42%	-11%	-2%	7%	0%	2%	2	0
O=C(O)CCC(=O)Nc1cccc(C(=O)Nc2ccc(Br)cc2)c1	-6	24µM*	-1%	13%	7%	2%	-3%	-4%	5%	16	0
COc1ccc(CCn2c(C)ccc2C)cc1OC	·	0%	-2%	?	6%	·	0%	-1%	-1%	·	-1
COc1cccc(CCNS(=O)(=O)CCNC(=O)c2cccc(OC)c2)c1	-13	0%	-10%	·	0%	14%	·	0%	-1%	-6	·
CCOc1cccc(/C=C/c2cc(C(=O)O)c3ccccc3n2)c1OC	?	1.1µM*	2µM*	4.5µM*	4.5µM*	?	?	0%	?	-1	-2

# From PubChem BioAssay

# Not a hit list; 14% or so of the library scored in one or more.
